ADAM17 inh: ADAM17 inhibition, QFRET primary screen; P78536; recombinant ADAM17, EDANS/DABCYL FRET peptide cleavage; inhibition, % at 6.95 µM; actives 0.83% (n = 370,000); AID 720648;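 active = inhibition above the mean of compounds lying between control limits plus 3 SD, set per campaign, cut at about 8.5% in these data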;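 note: 0% = DMSO-only wells as the low control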
ssDAF12 agonist: S. stercoralis DAF-12 activation, primary screen | AID 652126 | HEK293 ssDAF-12/GRIP1 lit1-tk-luc reporter, luminescence; % of 3 µM dafachronic acid response | actives 1% (n = 370,000) | activation, % at 6.8 µM;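 active = activation above the mean over all tested compounds plus 3 SD, cut at about 0.9% in these data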;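 note: 0% = DMSO-only wells and 100% = 3 µM delta7-dafachronic acid wells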
FXN GAA850 act: frataxin GAA850 promoter activation; actives 0.56% (n = 360,000); activation, % at 6 µM; HEK293 lucGAA850 FXN promoter luciferase reporter, 24 h; percent of 10 µM SAHA response;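 active = activation above the average of all compounds screened plus 3 SD, cutoff fixed separately per campaign, cut at about 7.5% in these data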;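 note: 0% = DMSO wells and 100% = 10 µM SAHA wells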
hgDAF12 agonist: activates the H. glycines DAF-12 receptor ligand-binding domain. activation, % at 6.8 µM. actives 1.8% (n = 370,000). HEK293 GAL4-hgDAF12 UAS-luciferase reporter, agonist luminescence; normalized to butyrate control;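 active = activation above a cutoff set at the mean of all screened compounds plus 3 SD, cut at about 10% in these data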;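 note: 0% = DMSO wells and 100% = sodium butyrate wells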
DAX1 inh-1: inhibitors of DAX1 repression of SF-1 activated StAR promoter | actives 1.1% (n = 370,000) | AID 652010 | HEK293T StAR-luciferase reporter, SF-1/DAX-1 repression relief | inhibition, % at 6.8 µM;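 active = inhibition above the mean over all tested compounds plus 3 SD, cut at about 3.6% in these data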;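 note: 0% = DAX-1 cells with DMSO and 100% = cells lacking DAX-1 with DMSO; higher inhibition means more luminescence from relief of DAX-1 repression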
DAX1 inh-2: inhibitors of human orphan nuclear receptor DAX1 (NR0B1); P51843; AID 504766; inhibition, % at 6.75 µM; actives 0.99% (n = 340,000); HEK293 Gal4-DAX1 luciferase reporter, luminescence;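 active = inhibition above the mean over all tested compounds plus 3 SD, cut at about 4.2% in these data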;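 note: 0% = DAX1-transfected cells with DMSO and 100% = empty-vector control cells with DMSO; inhibition shows as a rise in luminescence from relieved DAX1 repression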
Target sequence (P51843 207-470 limits assumed): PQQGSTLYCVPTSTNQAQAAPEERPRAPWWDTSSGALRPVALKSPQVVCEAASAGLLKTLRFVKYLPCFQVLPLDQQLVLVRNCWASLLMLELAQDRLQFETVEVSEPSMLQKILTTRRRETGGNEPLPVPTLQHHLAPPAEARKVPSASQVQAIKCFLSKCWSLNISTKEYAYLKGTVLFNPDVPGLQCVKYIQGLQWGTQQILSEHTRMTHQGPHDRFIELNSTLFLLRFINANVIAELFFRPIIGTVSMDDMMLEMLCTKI
PG9 binder: binds the HIV-1 gp120 antibody PG9 | actives 0.43% (n = 360,000) | inhibition, % at 6.7 µM | TR-FRET gp120-PG9 antibody binding; in the data active = inhibition above about 8.5%
ADAM10 inh: inhibits human ADAM10. recombinant ADAM10, EDANS/DABCYL FRET peptide cleavage, 3 h. O14672. actives 0.62% (n = 370,000). inhibition, % at 7 µM;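 active = inhibition above a per-campaign cutoff equal to the mean of compounds falling between control-based bounds plus 3 SD, cut at about 20% in these data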;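 note: 0% = DMSO wells while the 100% control is not disclosed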
Target sequence (O14672 214-748 limits assumed): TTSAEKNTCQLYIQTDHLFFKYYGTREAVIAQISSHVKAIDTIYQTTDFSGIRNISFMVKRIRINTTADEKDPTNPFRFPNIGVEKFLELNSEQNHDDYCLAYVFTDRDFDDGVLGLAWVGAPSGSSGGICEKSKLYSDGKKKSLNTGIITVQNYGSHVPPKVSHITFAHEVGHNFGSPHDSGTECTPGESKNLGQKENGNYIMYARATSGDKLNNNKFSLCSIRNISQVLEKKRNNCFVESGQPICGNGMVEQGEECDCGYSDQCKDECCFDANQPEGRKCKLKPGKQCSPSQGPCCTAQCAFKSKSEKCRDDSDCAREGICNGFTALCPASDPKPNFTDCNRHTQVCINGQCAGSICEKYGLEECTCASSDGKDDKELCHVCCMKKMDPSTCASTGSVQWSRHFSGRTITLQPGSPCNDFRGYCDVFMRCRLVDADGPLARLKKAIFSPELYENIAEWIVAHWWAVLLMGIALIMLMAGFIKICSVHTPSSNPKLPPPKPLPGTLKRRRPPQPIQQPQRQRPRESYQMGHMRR
SMARCA2 activ: SMARCA2 function activation, primary screen; activation, % at 9.1 µM; MG213 cells, MMTV-luciferase reporter, dexamethasone, overnight; AID 652017; actives 1% (n = 370,000); in the data active = activation above about 7.8%;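 note: 0% = vehicle wells and 100% = reference activator wells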
NPR1 activator: GC-A (human) enzyme activation; HEK293 GC-A cells, cGMP TR-FRET, EC30 ANP; 0% at EC30 ANP, 100% saturating ANP; activation, % at 10 µM; actives 0.14% (n = 370,000); AID 1671463; in the data active = activation above about 40%
hcDAF12 agonist: activators of H. contortus DAF-12 nuclear receptor; HEK293 hcDAF-12 lit1-tk-luc reporter, luminescence; 0% DMSO, 100% Δ7-dafachronic acid; activation, % at 6.8 µM; actives 1.4% (n = 370,000); AID 652067;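 active = activation above the mean of all tested compounds plus 3 SD, cut at about 5.5% in these data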;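 note: 100% = response to 3 µM Δ7-dafachronic acid high control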
* = called active by the depositor; nt = no result given.

The opening two entries, ahead of the listing:
SMILES	ADAM17 inh	ssDAF12 agonist	FXN GAA850 act	hgDAF12 agonist	DAX1 inh-1	DAX1 inh-2	PG9 binder	ADAM10 inh	SMARCA2 activ	NPR1 activator	hcDAF12 agonist
CCOC(=O)Nc1cccc(C(=O)O)c1	0.7	-1.1	1.1	2.8	1.1	2.0	1.6	-1.4	1.3	0.0	-0.1
COc1ccc(N2C[C@H](CSC)[C@@H](CC(=O)Nc3ccccc3)C2=O)cc1	-2.7	-1.1	-1.5	-3.4	0.0	0.0	-2.1	-2.0	-1.9	-4.1	-0.9

This part in full, from the first entry:
SMILES	ADAM17 inh	ssDAF12 agonist	FXN GAA850 act	hgDAF12 agonist	DAX1 inh-1	DAX1 inh-2	PG9 binder	ADAM10 inh	SMARCA2 activ	NPR1 activator	hcDAF12 agonist
CCOC(=O)Nc1cccc(C(=O)O)c1	0.7	-1.1	1.1	2.8	1.1	2.0	1.6	-1.4	1.3	0.0	-0.1
COc1ccc(N2C[C@H](CSC)[C@@H](CC(=O)Nc3ccccc3)C2=O)cc1	-2.7	-1.1	-1.5	-3.4	0.0	0.0	-2.1	-2.0	-1.9	-4.1	-0.9
Cc1cc(C(=O)O)oc(=O)c1	-2.4	-1.1	-0.4	0.1	-0.2	2.0	-0.5	-2.9	-0.7	2.0	-1.0
O=[N+]([O-])c1ccc2[nH]c(=S)sc2c1	-1.1	2.2*	-1.3	2.8	-0.2	-1.2	0.2	-4.1	-2.1	2.3	2.7
COc1ccc(S(=O)(=O)N2CCCCC2)cc1NC(=O)C1CC(=O)N(Cc2ccco2)C1 (configuration not stated)	0.7	-1.3	-1.1	0.2	0.0	-0.2	-1.3	-1.2	4.5	2.1	-1.4
CCCC(CCC(=O)Nc1ccc(S(N)(=O)=O)cc1)C(=O)O (configuration not stated)	6.0	-0.8	-2.8	0.9	0.2	1.9	-1.0	11.2	-3.6	0.2	-0.9
Cc1ccc(OCC(=O)Nc2ccccc2C(=O)N2CCCC2)cc1	-7.2	-1.0	0.9	-2.4	-3.5	-0.7	1.8	-8.7	-2.1	-1.0	-2.9
CC(C)Oc1ccc(CCC(=O)NNC(=O)CCC(=O)O)cc1	2.3	-1.3	0.8	-0.6	-0.1	0.2	3.1	4.8	-3.2	3.6	-2.3
CCOC(=O)N1CCC(NCCNC(=O)c2ccccc2Cl)CC1	-9.8	-1.2	0.5	-1.5	-0.1	2.6	-0.1	-7.7	0.2	-0.8	-0.8
C[C@H]1CN([C@@H](C)CO)C(=O)CCCn2cc(nn2)CO[C@@H]1CN(C)S(=O)(=O)c1cn(C)cn1	-6.7	-0.6	nt	3.4	0.6	nt	-1.2	-13.1	-3.1	3.1	-1.6
CCN(CC)C(=O)C1CCN(c2ncnc3c2cnn3-c2ccc(C)cc2C)CC1	0.5	-1.4	-1.3	-1.8	-0.5	-1.6	-2.9	-2.3	-3.1	-2.3	-1.6
CC12CCC(/C(=C/NNc3ccc([N+](=O)[O-])cc3[N+](=O)[O-])C1=O)C2(C)C (configuration not stated)	0.9	-0.7	-0.1	-0.8	0.4	-1.2	-0.9	-3.3	-0.7	-1.0	-1.0
COc1ccc(NC(=O)CC2C(=O)N(c3cccc(OC)c3)C(=O)N2C2CCCCC2)cc1 (configuration not stated)	-2.0	-0.5	-0.7	-2.6	-0.6	-0.7	-1.3	1.9	-3.2	0.0	-1.5
COCCCNC(=O)CN(c1cc(Cl)cc(Cl)c1)S(C)(=O)=O	-4.9	-0.7	3.1	3.1	-1.0	-0.8	-0.1	1.6	-1.2	0.6	-0.6
O=C1N(Cc2cccnc2)C[C@@H]2C[C@@H](c3ccccc3C(F)(F)F)N3CCC[C@@]123	-4.5	-1.2	-0.5	-5.7	0.4	-0.2	-2.4	-2.7	-3.3	-2.4	-2.5
O=C(CCN1C(=O)c2ccccc2S1(=O)=O)Nc1nc2c(s1)CCCC2	1.8	-0.5	4.0	2.4	0.6	0.0	-0.7	-1.0	0.9	-0.8	5.1
O=C1c2cccc3cccc(c23)C(c2nc3ccccc3[nH]2)N1C1CC1 (configuration not stated)	-13.2	-1.0	nt	-1.4	-0.8	nt	-1.0	-30.6	-3.5	-7.2	1.5
Cc1ccc(C)c(CN2CCCNC2=O)c1	2.0	-0.3	-1.6	3.9	0.6	0.1	-3.7	4.4	-0.9	-1.0	-1.3
COc1ccc2nc(NC(=O)C3=NN(c4ccccc4)C(=O)CC3)sc2c1	0.9	-0.8	1.6	2.5	-0.2	0.0	-2.9	3.7	0.0	-2.5	2.5
COc1cnc(-c2ccccc2)nc1Oc1ccc(Cl)cc1C	-0.1	-1.9	-1.1	4.2	0.0	0.6	0.0	-4.3	-3.3	-1.8	3.9
C#CCOCCOCCOCCNc1nc(N2CCN(C(=O)[C@H](CCCCN)n3cc(CN)nn3)CC2)nc(N2CCN(C(=O)[C@H](CCCN=C(N)N)n3cc(C(N)[C@H](C)CC)nn3)CC2)n1 (some centres not stated)	-6.0	-1.3	3.0	-0.3	0.2	1.1	-0.3	-2.6	-0.7	3.2	-0.9
O=C1CCCC2=C1C(c1cccs1)n1ncnc1N2 (configuration not stated)	-6.8	-0.9	-0.6	-0.2	0.5	0.4	0.0	-13.9	-1.4	-0.8	1.3
O=[N+]([O-])c1cccc(N=NN(CCO)c2cccc([N+](=O)[O-])c2)c1	-3.7	-0.8	0.2	2.0	-0.7	-1.5	1.4	13.5	-3.8	6.0	2.2
O=C(NCc1ccco1)c1cc([N+](=O)[O-])ccc1N1CCCCC1	0.7	-1.8	-0.5	2.6	-0.4	-1.1	-0.3	3.4	-0.7	-0.5	-1.9
O=C(Oc1cc(-c2ccccc2)no1)c1ccc(Cl)cc1	-1.4	-1.0	-0.6	1.9	-0.2	-1.2	-3.9	3.6	1.4	-2.2	-0.5
c1ccc(C2CCC(N3CCNCC3)CC2)cc1 (configuration not stated)	-0.3	-1.0	1.7	2.1	0.8	1.3	0.1	-14.0	-0.8	4.5	0.7
COc1ccc(-n2nc3c(c2NC(=O)CCCCl)CSC3)cc1	-4.3	-0.8	2.6	3.1	2.0	0.2	-0.5	-4.7	-0.7	-1.5	0.7
NCCCNC(=O)c1cc2ccccc2[nH]1	-5.5	-0.9	0.4	3.4	0.7	-0.2	0.1	-2.2	2.1	3.1	-1.0
CC(=O)c1c(N2CCN(Cc3ccc4c(c3)OCO4)CC2)nc(=S)n(-c2ccccc2)c1C	-1.7	-1.3	2.8	0.8	-0.1	-1.1	-1.2	2.0	5.9	3.6	-2.5
Nc1c(N(Cc2ccccc2)C(=O)COc2ccc(F)cc2)c(=O)[nH]c(=O)n1Cc1ccccc1	-3.8	-0.7	-2.4	2.4	0.5	-0.6	-0.9	-5.7	-0.7	-0.5	-0.8
CC(NC(=O)/C=C/c1ccc(Br)cc1)c1ccccc1 (configuration not stated)	5.4	-0.6	3.3	-1.4	-0.1	0.0	1.2	8.1	-2.7	-2.1	0.5
COc1ccc(O)c(CN2CC3CCC(CC3)C2)c1	3.0	-0.6	-1.8	-1.4	0.4	-1.1	-0.7	-3.8	-3.3	-3.3	0.9
CS(=O)(=O)c1cccc(NC(=O)C2CCCN2S(=O)(=O)c2ccc(F)cc2)c1 (configuration not stated)	1.1	-0.8	-0.5	0.5	-0.2	-0.3	1.8	3.2	-0.2	-0.8	-0.1
O=C(O)c1ccc(/C=C2\SC(=S)N(Nc3ccccc3)C2=O)cc1	1.6	0.1	-0.7	1.4	1.5	-1.8	0.3	6.0	0.4	2.4	1.3
O=C1CCCC(O)=C1C=Nc1ccc2c(c1)oc1ccccc12	-10.3	-1.2	-0.4	5.1	0.3	0.5	0.4	-28.0	0.3	18.0	1.0
CCCCCc1c2c(cc(O)c1C(=O)O)OC(=O)c1cc(C(=O)CCCC)c(OC)cc1O2	6.1	-1.4	1.2	2.1	-0.1	2.1	0.7	14.8	0.1	-1.6	-0.2
CCCN(CC(=O)Nc1ccc(F)c(F)c1F)C(=O)c1cc([N+](=O)[O-])ccc1N1CCOCC1	-4.2	-1.6	-3.6	1.6	-0.3	0.1	0.6	-5.9	-2.0	-4.6	-1.1
O=C(COC(=O)c1cc([N+](=O)[O-])ccc1N1CCOCC1)Nc1ncc(Cl)cc1Cl	1.9	-0.6	0.9	-1.4	1.1	0.1	-0.6	-2.2	3.1	-2.6	-0.8
O=[N+]([O-])c1cc(-c2csc(NCCc3nc4cc(C(F)(F)F)ccc4n3CCCO)n2)ccc1Cl	5.8	-0.8	3.3	1.6	-0.1	-0.4	1.6	4.6	-1.5	-3.1	2.3
CN1CCN(C2CN(Cc3cn(Cc4ccc(F)cc4)nn3)S(=O)(=O)C2)CC1 (configuration not stated)	-6.6	-0.5	nt	0.7	-0.2	nt	-0.2	-12.1	-4.7	1.7	-0.6
N#Cc1cc(N2CCOCC2)nc2ccccc12	-8.7	-0.5	3.0	-0.2	-0.6	1.8	-3.0	-40.2	-1.5	-6.5	-0.1
Clc1ccc(C2=Nn3c(nnc3-c3cc(-c4ccccc4)n[nH]3)SC2)cc1	-2.6	-0.8	1.1	1.5	-1.1	-0.5	0.9	3.5	-2.4	-0.6	-0.1
COc1cccc(Nc2cc(C)nc3nc(C)nn23)c1	-0.8	-0.7	0.2	-0.6	1.0	0.7	-1.3	1.8	0.4	6.1	-1.8
Cc1ccc2c(c1)c1c(n2CC(O)CN2CCCCC2C)CCCC1 (configuration not stated)	-3.3	-0.8	0.4	-1.1	-0.4	0.3	-1.3	-0.8	-4.9	-20.7	1.5
CCCCSc1nc2c(cnn2-c2ccccc2)c(=O)n1N	1.1	-0.7	3.5	18.5*	2.6	1.3	0.5	10.6	1.3	-1.2	3.0
COc1ccc(/C=N/NC(=O)c2cccc([N+](=O)[O-])c2)cc1OS(=O)(=O)c1ccc(C)cc1	5.3	-0.9	-3.7	2.8	0.1	-1.4	-1.3	-0.1	-4.0	-4.5	1.1
O=C(N/N=C\c1ccc(COc2ccc([N+](=O)[O-])cc2)o1)c1cccc(Cl)c1	-0.7	-1.2	3.2	3.0	-0.6	0.2	-2.5	1.6	0.7	-0.6	-1.8
Cc1ccc(C#N)c(SCc2ccccc2F)n1	-2.0	-1.7	2.5	-3.9	0.5	nt	0.7	-2.6	-2.6	7.5	-1.5
CCOc1ccc(-c2cc(CCCC(=O)NCc3cccnc3)no2)cc1	-5.2	0.1	-2.4	5.3	0.6	1.5	0.3	-2.0	0.9	3.7	-1.4
CC(=O)Nc1cccc(NC(=O)CSc2nnc(NC(=O)c3ccco3)s2)c1	-4.1	-0.8	-0.1	-0.4	-0.8	0.1	-1.0	-16.5	-2.0	-0.3	1.6
O=C(CNc1ccccc1)N/N=C/c1cn(-c2ccccc2)nc1-c1ccccc1	-4.1	-1.2	1.2	1.4	0.5	2.8	-0.5	-1.5	-1.2	6.3	-1.5
Cc1c(C(=O)NN2CCOCC2)oc2c1ccc1ccccc12	-2.0	-0.6	0.3	-2.7	-0.1	1.3	0.5	-7.6	-3.0	-5.0	0.1
O=C(Nc1cccnc1Cl)C1CCCN(c2ncnc3c2nc2n3CCCCC2)C1 (configuration not stated)	1.3	-0.5	-1.0	0.6	0.6	1.2	-0.1	-4.5	-1.3	-2.9	0.4

Screening data from PubChem BioAssay.
